High-throughput results from PubChem BioAssay.
M4 PAM – human M4 muscarinic receptor positive allosteric modulators, primary screen, CHO-K1 cells, Fluo-8 calcium fluorescence. Muscarinic acetylcholine receptor M4 (Homo sapiens), P08173. CHO-K1 hM4/Gqi5, ACh EC20; 0% = ACh EC20, 100% = maximal ACh. activation, % at 3 µM. 360,000 tested, 0.4% active. AID 624126, 2012;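 active = activation above its plate's cutoff, the mean activation of sample wells plus 3 SD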; also: some results filed as inactive read as strong as hits
MEKK3 PB1 HTS – modulators of MEKK3-MEK5 PB1 binding, primary screen, biochemical, wildtype MEKK3, multiplex bead flow cytometry, Alexa488-MEK5. Mitogen-activated protein kinase kinase kinase 3 (Homo sapiens), Q99759. bead-based flow cytometry, Alexa488-MEK5 binding to MEKK3; actives lie on both sides; 0 = blocked by unlabeled MEK5, 100 = vehicle. binding response (% of control), % at 10 µM. 290,000 tested, 1.4% active;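 active = binding response more than 3 SD above or below the average of its plate-row segment, actives on both sides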;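 also: Alexa488 bead fluorescence after subtracting the streptavidin-only scavenger bead signal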
Target sequence (Q99759 whole entry, looked up): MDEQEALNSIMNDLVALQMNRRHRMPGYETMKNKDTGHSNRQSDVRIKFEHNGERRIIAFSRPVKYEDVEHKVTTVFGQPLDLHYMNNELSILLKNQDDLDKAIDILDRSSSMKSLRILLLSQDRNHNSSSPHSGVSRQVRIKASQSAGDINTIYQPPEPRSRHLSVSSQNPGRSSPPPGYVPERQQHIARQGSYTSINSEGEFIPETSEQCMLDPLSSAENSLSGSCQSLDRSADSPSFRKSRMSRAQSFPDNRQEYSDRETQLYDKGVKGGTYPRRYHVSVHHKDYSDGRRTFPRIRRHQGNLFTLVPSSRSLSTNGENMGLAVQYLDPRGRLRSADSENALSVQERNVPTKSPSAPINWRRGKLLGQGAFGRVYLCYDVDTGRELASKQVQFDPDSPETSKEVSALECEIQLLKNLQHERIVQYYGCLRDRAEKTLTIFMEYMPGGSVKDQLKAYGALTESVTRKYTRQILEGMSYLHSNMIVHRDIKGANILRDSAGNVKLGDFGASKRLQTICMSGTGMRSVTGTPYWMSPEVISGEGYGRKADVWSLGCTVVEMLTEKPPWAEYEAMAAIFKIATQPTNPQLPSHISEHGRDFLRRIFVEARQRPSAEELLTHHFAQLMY
CRFR2-BP ag – agonists of CRF-BP/CRF-R2 complex, primary screen, cell-based, HEK293, calcium dye fluorescence, uHTS. CRF-binding protein / CRF receptor 2 complex (human). calcium dye fluorescence (FLIPR); percent of saturating CRF peptide response. 350,000 tested, 0.46% active. activation, % at 13.2 µM. AID 588473, 2011;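 active = activation of at least 50%, plus an integration ratio under a set limit after plate pattern correction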;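 also: plate controls were neutral control wells without compound for no effect and CRF at EC100 for full effect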
IDE cell activ – human IDE activators in live cells, primary screen, fluorescence polarization, HEK cells, FAbeta-B substrate | Insulin-degrading enzyme (Homo sapiens), P14735 | FAbeta-B cleavage; 0% vehicle, 100% cell-free pure enzyme wells | activation, % at 5.96 µM | 340,000 tested, 0.073% active | AID 493087, 2011;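 active = activation above the mean of all tested compounds plus 3 SD, set per screening campaign, cut at about 17% in these data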
GalR3 antagonist – GalR3 antagonists in HEK293 cells, primary screen, cell-based, fluorescence readout | HEK293 GalR3-CNG cAMP membrane potential fluorescence; galR3 body fused to GalR1 C-terminus | inhibition, % at 3 µM | 360,000 tested, 0.44% active | Galanin receptor type 3 (Homo sapiens), O60755;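 active = inhibition above the screen-wide average plus 3 SD, cut at about 13% in these data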;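 also: forskolin and galanin both at EC90 stimulate the cells; cAMP rise reported by CNG channel membrane potential dye signal; 0% = forskolin plus galanin with DMSO and 100% = forskolin alone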
Target sequence (O60755 1-299 limits assumed): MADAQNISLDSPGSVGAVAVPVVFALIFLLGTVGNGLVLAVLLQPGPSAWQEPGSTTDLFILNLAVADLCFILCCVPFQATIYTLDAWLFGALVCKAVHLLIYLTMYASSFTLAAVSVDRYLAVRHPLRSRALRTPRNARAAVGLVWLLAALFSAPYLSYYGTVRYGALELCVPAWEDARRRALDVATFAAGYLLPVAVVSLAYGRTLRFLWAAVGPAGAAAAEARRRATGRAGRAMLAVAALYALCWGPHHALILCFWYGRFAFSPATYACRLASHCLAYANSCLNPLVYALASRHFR
PHOSPHO1 block – PubChem AID 1565. recombinant PHOSPHO1, absorbance phosphatase assay. Phosphoethanolamine/phosphocholine phosphatase (Homo sapiens), Q8TCT1. inhibition, % at 13.3 µM. 290,000 tested, 1.1% active; in the data active = inhibition above about 60%
IDE cell inh – human IDE inhibitors in live cells, primary screen, fluorescence polarization, HEK cells, FAbetaB substrate; FAbetaB cleavage; inhibition, % at 5.59 µM; 320,000 tested, 0.41% active;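 active = percent inhibition above the average of all tested compounds plus 3 SD, set per screening campaign, cut at about 16% in these data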;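 also: IDE supplied by intact live HEK cells; FP after avidin binding of uncleaved biotin substrate so inhibition keeps polarization high; 0% = DMSO wells and 100% = 60 µM reference IDE inhibitor Ii1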
p-CIP stab down – p/CIP-EGFP fusion destabilizers, primary screen, fluorescence, F442A cells; 16 h; decrease of EGFP signal, % at 10 µM; 290,000 tested, 0.01% active;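 active = EGFP signal decrease of at least 30% at 10 µM or well 3 SD below plate mean, unless failing retest; inactive = the rest, including hits failing retest or dose response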; also: some compounds called inactive have numbers as strong as hits; many of its hits are not listed in these tables
CRFBP-R2 block – antagonists of CRF-BP/CRF-R2 complex, primary screen, cell-based, HEK293, calcium dye fluorescence, uHTS; CRF-induced calcium fluorescence; AID 588475, 2011; 350,000 tested, 0.59% active; inhibition, % at 11.8 µM;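 active = inhibition of the ligand-induced calcium signal above about 50% at the single tested concentration, limit read from the data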
An asterisk follows results filed as active; . = not tested or not shown.

SMILES | M4 PAM | MEKK3 PB1 HTS | CRFR2-BP ag | IDE cell activ | GalR3 antagonist | PHOSPHO1 block | IDE cell inh | p-CIP stab down | CRFBP-R2 block
CC(C)=NOc1nc(NC(=O)NS(=O)(=O)c2ccccc2Cl)nc(N(C)C)n1 | -1 | . | 0.6 | -1 | 0 | . | 0 | . | 17
CN1CCN(S(=O)(=O)c2ccc(N(C)Cc3c(F)cccc3Cl)nc2)CC1 | 3 | . | 0.6 | 4 | -4 | . | 1 | . | -4
COc1ccc(Cl)c2sc(N(CCN(C)C)C(=O)CCS(=O)(=O)c3ccc(C)cc3)nc12 | 2 | . | 0.0 | 7 | -9 | . | 3 | . | -1
O=C(NCCC1CCCCN1S(=O)(=O)c1ccccc1)C(=O)NCc1ccc(F)cc1 (stereo unspecified) | -5 | . | 0.7 | -1 | -5 | . | 7 | . | -10
COc1cccc(/C=C2\SC(=S)N(C(C(=O)O)c3ccccc3)C2=O)c1OC (stereo unspecified) | -1 | 98 | -0.3 | 4 | 1 | -14 | -4 | -3 | 12
CCCCn1c(N)c(N(CC(C)C)C(=O)CN2C(=O)c3ccccc3C2=O)c(=O)[nH]c1=O | 5 | . | 0.3 | -1 | 2 | . | -12 | . | -8
CCOC(=O)/C(=C/c1ccc(OC(F)F)cc1)C1=Nn2c(nnc2-c2ccc(Cl)cc2)SC1 | 2 | . | 0.7 | 5 | 4 | . | . | . | 1
Cc1ccc2oc(C(=O)Nc3nnc(CC(C)C)s3)c(C)c2c1 | -4 | 101 | -0.6 | 1 | -2 | -10 | 2 | -5 | -46
COc1ccc(NC(=O)COn2nnc3ccc(Cl)cc32)cc1OC | 5 | 106 | -2.6 | 0 | -9 | -18 | 3 | -6 | -9
FC(F)(F)c1cc(-c2cccs2)n[nH]1 | -1 | 101 | -1.6 | -2 | -4 | -9 | 2 | -10 | 14
CC(C)c1ccc(S(=O)(=O)N2CCN(C(=O)[C@@H]3CCCN3C(=O)c3cccs3)CC2)cc1 | 10 | . | 2.5 | -4 | 4 | . | . | . | 8
CC(=O)c1cccc(NC(=S)NCCC2=CCCCC2)c1 | -4 | 100 | -2.4 | 0 | -5 | 5 | 8 | -19 | -2
COCCNC(=O)Cn1nc(-c2ccccc2C)ccc1=O | 2 | 110 | 0.2 | 5 | -9 | 55 | 0 | -7 | 2
Cc1cc(Cl)c(OCCCn2ccnc2)c(Br)c1 | -6 | 85 | 1.5 | -1 | 0 | 20 | 13 | -5 | 23
COc1ccc(C(=O)O/N=C(\C)c2cnccn2)cc1 | 2 | 95 | -3.4 | 5 | 3 | -23 | 1 | -7 | 15
O=C(NCCCN1CCCCC1)C1CCCN(c2ncnc3c2nc2n3CCCCC2)C1 (stereo unspecified) | -12 | 94 | -0.3 | 6 | -7 | 27 | -12 | -4 | 6
C/C(CCc1ccco1)=N\NC(=O)CNc1c(Br)cc(Br)cc1Br | 7 | 106 | -0.9 | 1 | -1 | -8 | -8 | 8 | -2
COc1cc(/C=C/c2nc3ccccc3c(=O)[nH]2)cc(Cl)c1O | -3 | 100 | 36 | -75 | -9 | -79 | 27* | -48 | -46
COc1ccc(NC(=S)N2CCC(C(=O)c3ccc(F)cc3)CC2)cc1 | -1 | . | 0.0 | -5 | -8 | . | . | . | 7
N#CC1=C(N)N(c2ccc(Cl)c(Cl)c2)C(=O)C1 | -1 | 103 | 9.5 | 0 | -3 | 6 | -4 | -6 | -6
O=C(NCc1ccc2c(c1)OCO2)C1CC(=O)N(CCc2ccc(Cl)cc2)C1 (stereo unspecified) | 0 | 105 | -2.5 | -1 | -4 | 24 | -1 | -20 | 9
Cc1cc(COC(=O)C2N3C(=O)[C@@H](NC(=O)COc4ccccc4)[C@H]3SC2(C)C)on1 (stereo partly specified) | -1 | 103 | 0.9 | 0 | -2 | 4 | 3 | -1 | -10
CC(=O)C(=[N+]=[N-])C(=O)NCc1ccccc1 | 2 | 110 | 4.6 | -1 | 6 | 14 | 4 | 6 | -18
O=C(OC(C(=O)NC1CCCC1)c1ccc(F)cc1)c1ccno1 (stereo unspecified) | 11 | 101 | -2.2 | 3 | -4 | 11 | 4 | -6 | 12
O=C(N1CCN(CCO)CC1)N1c2ccccc2CCc2ccccc21 | -44 | 99 | -1.0 | 3 | 2 | 36 | 1 | 1 | -2

The last two compounds of the part above lead into the next:
SMILES | M4 PAM | MEKK3 PB1 HTS | CRFR2-BP ag | IDE cell activ | GalR3 antagonist | PHOSPHO1 block | IDE cell inh | p-CIP stab down | CRFBP-R2 block
O=C(OC(C(=O)NC1CCCC1)c1ccc(F)cc1)c1ccno1 (stereo unspecified) | 11 | 101 | -2.2 | 3 | -4 | 11 | 4 | -6 | 12
O=C(N1CCN(CCO)CC1)N1c2ccccc2CCc2ccccc21 | -44 | 99 | -1.0 | 3 | 2 | 36 | 1 | 1 | -2
CSCCC(NC(=O)c1ccccc1Cl)C(=O)NCC1COc2ccccc2O1 (stereo unspecified) | 1 | . | -0.7 | 0 | -3 | . | . | . | -7
Cn1c(-c2ccc(F)cc2)cc2onc(-c3ccccc3Cl)c2c1=O | 11 | . | 0.3 | 4 | -8 | . | 1 | . | -4
Cc1cc(CN(C)C(=O)c2cc(COc3ccc(F)cc3Cl)on2)n[nH]1 | -7 | 93 | -0.5 | 1 | -3 | 60* | 11 | -12 | 2
COc1ccc(CC(=O)Nc2sc3c(c2C#N)CC(C)(C)NC3(C)C)cc1OC | -3 | 106 | -0.8 | 3 | -3 | 19 | 3 | 9 | 2
Cc1cc(C(=O)OCC(=O)NCc2ccccc2)c2ccccc2n1 | -4 | . | 0.2 | 2 | -4 | . | 1 | . | -2
CCCC(C)NC(=O)Cc1ccc(Br)cc1 (stereo unspecified) | 4 | 140* | -5.3 | 1 | -2 | 17 | 1 | -2 | -10
O=C(O)CCCCCn1c(SCc2cc(=O)n3cc(Cl)ccc3n2)nc2ccsc2c1=O | 0 | 96 | -1.1 | 7 | -2 | -12 | -2 | -6 | -7
CCN(CC(=O)Nc1c(F)cccc1F)C(=O)c1c(-c2ccccc2Cl)noc1C | 1 | . | -0.9 | . | 0 | . | . | . | -4
Cc1ccc(S(=O)(=O)N2CCCCC2C(=O)Nc2nncs2)cc1 (stereo unspecified) | 5 | 102 | -1.7 | -4 | -4 | 12 | 2 | -6 | -9
Cc1cc(C(=O)N2CCCC(N3CCN(Cc4ccc5c(c4)OCO5)CC3)C2)n[nH]1 (stereo unspecified) | -3 | 101 | 0.3 | 2 | -6 | 9 | 4 | 2 | 9
O=P1(NC2CCCCC2)OCC2(CO1)COP(=O)(NC1CCCCC1)OC2 (stereo unspecified) | 11 | . | -1.8 | -1 | -5 | . | . | . | 1
COc1ccccc1C(CNC(=O)c1cccc(NS(=O)(=O)c2ccc(C)c(F)c2)c1)N1CCCC1 (stereo unspecified) | -15 | . | -1.0 | 3 | -1 | . | -13 | . | -8
CC(C)CC(=O)NC(=S)NCCc1ccccc1 | -3 | 101 | 0.7 | -4 | -5 | 29 | -4 | -1 | 8
Cc1ccc(S(=O)(=O)NC(=O)COc2ccccc2C(N)=O)cc1 | 4 | 88 | -0.1 | 4 | -1 | 22 | -1 | -13 | 45
Cc1c(Br)c([N+](=O)[O-])nn1CC(=O)Nc1ccc2nc3n(c(=O)c2c1)CCCC3 | -7 | 103 | -0.9 | 2 | -7 | 53 | 1 | -9 | 40
C/C(=N\NC(=O)Nc1ccccc1)c1ccccc1 | 8 | 97 | 27 | 3 | 0 | -4 | 0 | -7 | -40
CN(CC(=O)NC(=O)NC1CCCCC1)Cc1ccccc1 | -4 | . | 0.8 | 0 | -10 | . | -3 | . | -3
C=C(C)c1cccc(C(C)(C)NC(=O)N2CCOCC2)c1 | 3 | 99 | -1.2 | -2 | -3 | 16 | 3 | 0 | -6
CCNC(=S)Nc1cc(OCC)c(NC(=O)c2cccs2)cc1OCC | 6 | 94 | -2.4 | -2 | 4 | 9 | 4 | -4 | 2
CCN(CC(=O)NCc1ccc(F)cc1)S(=O)(=O)c1ccc(C)cc1 | -4 | 102 | -1.3 | 1 | -10 | 24 | 1 | 2 | -13
COc1cccc(NC(=O)CCCCCn2nnc3ccccc3c2=O)c1 | 2 | 102 | -0.8 | -2 | 6 | 9 | 2 | 0 | -7
COc1ccc(-n2c(SCC(=O)Nc3ccc(C(N)=O)cc3)nc3c([nH]c4ccccc43)c2=O)cc1OC | -4 | 101 | 0.3 | 2 | 3 | 8 | 14 | -12 | -5
CCC(C)NC(=O)CSc1nc(-c2cccs2)cc(C(F)(F)F)n1 (stereo unspecified) | 2 | 91 | -1.1 | 4 | -2 | 16 | -1 | -14 | -4
CC1CCCN(C2(O)C(=O)Nc3ccc(Cl)cc32)C1 (stereo unspecified) | 2 | 87 | -1.2 | 1 | -10 | . | 1 | -3 | -9
Cc1ccc(/C(O)=C2/C(=O)C(=O)N(Cc3ccco3)C2c2cccs2)cc1 (stereo unspecified) | -1 | 113 | -2.2 | 3 | . | 16 | 0 | -5 | -1
CCOC(=O)C1=C(C)NC(=O)C(C(N)=O)C12CCCC2 (stereo unspecified) | -4 | 96 | 0.1 | -2 | -3 | 11 | -4 | -2 | 2

Four compounds drawn at random from those above, as already listed:
SMILES | M4 PAM | MEKK3 PB1 HTS | CRFR2-BP ag | IDE cell activ | GalR3 antagonist | PHOSPHO1 block | IDE cell inh | p-CIP stab down | CRFBP-R2 block
COc1ccccc1C(CNC(=O)c1cccc(NS(=O)(=O)c2ccc(C)c(F)c2)c1)N1CCCC1 (stereo unspecified) | -15 | . | -1.0 | 3 | -1 | . | -13 | . | -8
CC(C)CC(=O)NC(=S)NCCc1ccccc1 | -3 | 101 | 0.7 | -4 | -5 | 29 | -4 | -1 | 8
C=C(C)c1cccc(C(C)(C)NC(=O)N2CCOCC2)c1 | 3 | 99 | -1.2 | -2 | -3 | 16 | 3 | 0 | -6
CCN(CC(=O)NCc1ccc(F)cc1)S(=O)(=O)c1ccc(C)cc1 | -4 | 102 | -1.3 | 1 | -10 | 24 | 1 | 2 | -13

IDE cell inh: what is marked active above.
SMILES | M4 PAM | MEKK3 PB1 HTS | CRFR2-BP ag | IDE cell activ | GalR3 antagonist | PHOSPHO1 block | IDE cell inh | p-CIP stab down | CRFBP-R2 block
COc1cc(/C=C/c2nc3ccccc3c(=O)[nH]2)cc(Cl)c1O | -3 | 100 | 36 | -75 | -9 | -79 | 27* | -48 | -46
